SENP6 inh – SENP6 protease inhibitors, primary screen, biochemical, luminescence, uHTS; Recombinant SENP6 catalytic domain, aminoluciferin luminescence; AID 2599, 2010; actives 1.8% (n = 330,000); Sentrin-specific protease 6 (Homo sapiens), Q9GZR1; inhibition, % at 10 µM;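 active = inhibition above about 50% at the single tested dose, limit read from the data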;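 also: plate controls were DMSO wells with enzyme for no effect and DMSO wells lacking enzyme for full effect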
Target sequence (Q9GZR1 628-1112 limits assumed): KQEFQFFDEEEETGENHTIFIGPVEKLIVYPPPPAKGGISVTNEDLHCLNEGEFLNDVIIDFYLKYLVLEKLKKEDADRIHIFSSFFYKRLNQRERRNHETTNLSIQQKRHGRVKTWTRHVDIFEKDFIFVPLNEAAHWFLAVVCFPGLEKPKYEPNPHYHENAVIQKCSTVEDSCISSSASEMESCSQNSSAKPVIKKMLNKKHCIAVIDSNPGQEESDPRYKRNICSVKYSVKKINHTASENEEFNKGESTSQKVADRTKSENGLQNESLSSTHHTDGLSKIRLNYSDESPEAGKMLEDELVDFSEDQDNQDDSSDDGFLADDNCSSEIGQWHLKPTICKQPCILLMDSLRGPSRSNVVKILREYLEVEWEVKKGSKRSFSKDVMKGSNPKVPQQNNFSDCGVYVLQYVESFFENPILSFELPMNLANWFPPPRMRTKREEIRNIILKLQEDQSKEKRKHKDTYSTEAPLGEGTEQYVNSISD
SENP8 inh – human SENP8 protease inhibitors, primary screen, biochemical, fluorescence, Nedd8 protein substrate, uHTS; recombinant SENP8; inhibition, % at 20 µM; actives 0.64% (n = 360,000); in the data active = inhibition mostly above about 40%, no sharp cut-off; inactive = mostly below about 27%
Target sequence (Q96LD8 whole entry, looked up): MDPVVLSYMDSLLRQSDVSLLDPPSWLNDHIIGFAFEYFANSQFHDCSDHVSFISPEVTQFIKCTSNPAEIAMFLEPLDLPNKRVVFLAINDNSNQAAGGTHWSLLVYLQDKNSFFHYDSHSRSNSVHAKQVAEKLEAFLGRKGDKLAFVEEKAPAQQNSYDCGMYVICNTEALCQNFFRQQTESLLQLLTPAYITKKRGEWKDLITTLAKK
PfG6PD inh – PfG6PD enzyme inhibitors, primary screen, biochemical, fluorescence intensity, uHTS; inhibition, % at 20 µM; PfGluPho enzyme, NADPH resazurin-diaphorase fluorescence; glucose-6-phosphate dehydrogenase-6-phosphogluconolactonase (Plasmodium falciparum 3D7); actives 0.78% (n = 350,000);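 active = inhibition reaching at least a set limit at 20 µM in the primary screen, cut at about 59% in these data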;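 also: 0% = DMSO wells with substrate and 100% = DMSO wells lacking glucose-6-phosphate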
hIAP act – human IAP activators, primary screen, biochemical, luminescence, uHTS; activation factor at 10 µM; purified human IAP, CDP-Star luminescence, 30 min; hits give high values; 1 = vehicle-only enzyme, 0 = enzyme-free background; actives 0.16% (n = 330,000); Intestinal-type alkaline phosphatase (Homo sapiens), P09923;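 active = activation factor of the enzyme at least 2-fold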; also: the source names both 10 and 20 µM as test concentration; values of inactives mirror those of a sister screen read the other way
GRIN3A LBD mod – binders of NR3A ligand-binding domain, primary screen, biophysical, differential scanning fluorimetry, uHTS. Glutamate receptor ionotropic, NMDA 3A (GRIN3A) ligand-binding domain. NR3A LBD differential scanning fluorimetry, Tm shift; 0% = protein alone, 100% = glycine-bound protein. Tm shift relative to glycine control, % at 25 µM. actives 2.5% (n = 340,000). AID 1259313, 2017;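 active = melting temperature shift of at least 10% of the positive control shift, at one fixed dose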
ATG4B inhibitor – ATG4B protease inhibitors, primary screen, biochemical, fluorescence, uHTS; ATG4B cleavage of LC3-PLA2, NBD-HPC fluorescence, 1 h; inhibition, % at 8.33 µM; actives 0.51% (n = 340,000); AID 504462, 2011; in the data active = inhibition above about 40%
MPTP inh – mitochondrial permeability transition pore inhibitors, primary screen, biochemical, isolated mouse mitochondria, absorbance; actives 1.4% (n = 360,000); AID 602449, 2012; inhibition, % at 10 µM; Ca2+ swelling absorbance, 30 min;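 active = inhibition of 50% or more, scaled per plate between neutral and stimulator controls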;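 also: 0% = DMSO wells given calcium and 100% = 1 mM EGTA wells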
SENP1 FRET inh – human SENP1 catalytic domain inhibitors, primary screen, biochemical, FRET, uHTS | recombinant SENP1 catalytic domain, CyPet-SUMO1-YPet FRET cleavage | Sentrin-specific protease 1 (Homo sapiens), Q9P0U3 | actives 0.21% (n = 360,000) | inhibition, % at 10 µM;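 active = inhibition at least 30% at 10 µM, raw YFP signal under a set limit, fluorescence ratio 0.5 to 1.5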;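 also: 0% = enzyme with DMSO and 100% = no enzyme wells; some results filed as inactive read as strong as hits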
Target sequence (Q9P0U3 419-644 limits assumed): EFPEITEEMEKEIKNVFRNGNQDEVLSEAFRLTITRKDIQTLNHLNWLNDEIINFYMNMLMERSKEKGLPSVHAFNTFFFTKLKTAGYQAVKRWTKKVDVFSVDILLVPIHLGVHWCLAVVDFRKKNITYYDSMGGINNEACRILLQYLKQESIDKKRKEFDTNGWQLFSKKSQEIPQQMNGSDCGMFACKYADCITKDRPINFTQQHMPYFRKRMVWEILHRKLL
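material = recombinant human SENP1 catalytic domain, His6-tagged | quantity = 20 pM enzyme | reagent = 25 nM SUMO1 FRET substrate | compound dosing = 10 µM single point, 0.5% DMSO | timing = 50 min enzyme reaction, room temperature, light-protected | detection = FRET, CFP and YFP emission | control set = no-enzyme low, enzyme-DMSO high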
An asterisk follows results filed as active; · = not tested or not shown; & = joins results of further samples.

Below each SMILES – SENP6 inh	SENP8 inh	PfG6PD inh	hIAP act	GRIN3A LBD mod	ATG4B inhibitor	MPTP inh	SENP1 FRET inh
Cc1ccn2cc(C(=O)Nc3ccccc3N3CCOCC3)nc2c1
→ 2	-15	8	1.1	0	-14	1.8	0
O=C(NC1CCCCCC1)c1ccco1
→ 17	2	1	0.83	3	7	-0.4	1
CC1CCCCC1NC(=O)COC(=O)CCC(=O)c1cccs1 (configuration not stated)
→ -15	-7	1	0.99	0	-3	0.1	1
O=C(c1ccc(S(=O)(=O)N2CCCCC2)cc1)N(c1ccccn1)C1CCCCC1
→ -7	-8	9	1	0	-5	1.6	2
OCCCc1cn(Cc2ccccc2)c2ccccc12
→ -4	7	-10	0.85	-2	-1	0.2	-2
CC(C)=CCC(C)(C)C1OCCN1C(=O)c1ccccc1 (configuration not stated)
→ 7	10	6	0.9	5	-11	3.8	1
CCC(Sc1nnc(-c2ccc(C)c(Cl)c2)n1CC)C(=O)Nc1nccs1 (configuration not stated)
→ 3	16	-2	0.89	-1	-4	13	0
Cc1nc(N/N=C/c2ccccc2)nc(N(C)c2ccccc2)c1[N+](=O)[O-]
→ -8	34	11	0.97	-4	-6	6.7	3
Cc1nn(CC(=O)N(C)C)c(C)c1S(=O)(=O)N1CCOCC1
→ 8	8	2	0.81	3	2	-1.2	2
Cc1onc(C(=O)NC(C)c2ccccc2)c1[N+](=O)[O-] (configuration not stated)
→ -4	18	4	0.9	0	-11	0.4	2
Cc1cc(C)cc(NC(=O)CN2CCC(NC(=O)c3ccccc3F)CC2)c1
→ 0	12	-6	1.1	1	1	1.2	2
COCCNc1nc(SCC(=O)N2CCN(c3ccccc3OC)CC2)nc2ccccc12
→ -1	8	-1	0.77	0	-3	-2.4	1
CNC(=O)COC(=O)/C=C/c1ccc(F)cc1
→ -6	22	12	0.98	2	1	0.3	2
COc1ccc2cc(/C=C/C(=O)N3CCN(CC(=O)N4CCCCCC4)CC3)ccc2c1
→ -11	-319	16	1	-2	12	-0.4	-6
CC(C)NC(=O)Nc1ccc2c(c1)C(=O)N([C@@H](C)CO)C[C@@H](C)[C@H](CN(C)Cc1ccccc1)OCCCC[C@H](C)O2
→ ·	15	-3	·	·	·	-0.2	3
CCn1c(C)c(CCC(=O)O)c(=O)n2nc(-c3ccccc3OC)cc12
→ 3	-455	1	0.82	-4	7	-0.8	-1
CCOc1ncccc1C(=O)Nc1cccc(C(=O)Nc2cccc(S(=O)(=O)CCO)c2)c1
→ 13	6	4	1.1	2	-12	1.1	0
Cc1ccc(S(=O)(=O)c2cccc(S(=O)(=O)N3CCCC3)c2)cc1S(=O)(=O)N1CCCC1
→ -8	20	-1	1	4	10	15	0
N=c1ccn(Cc2ccc(Cl)cc2)cc1
→ -16	10	-20	0.87	1	0	-2.9	4
CCCS(=O)(=O)N1CCC(C(=O)NCCc2ccc(OC)c(OC)c2)CC1
→ 2	10	-5	1.1	1	0	-7.1	1

A draw from above in order of count of non-hydrogen atoms, rising.
Below each SMILES – SENP6 inh	SENP8 inh	PfG6PD inh	hIAP act	GRIN3A LBD mod	ATG4B inhibitor	MPTP inh	SENP1 FRET inh
Cc1onc(C(=O)NC(C)c2ccccc2)c1[N+](=O)[O-] (configuration not stated)
→ -4	18	4	0.9	0	-11	0.4	2
Cc1ccn2cc(C(=O)Nc3ccccc3N3CCOCC3)nc2c1
→ 2	-15	8	1.1	0	-14	1.8	0
CCn1c(C)c(CCC(=O)O)c(=O)n2nc(-c3ccccc3OC)cc12
→ 3	-455	1	0.82	-4	7	-0.8	-1

New compounds follow:
Below each SMILES – SENP6 inh	SENP8 inh	PfG6PD inh	hIAP act	GRIN3A LBD mod	ATG4B inhibitor	MPTP inh	SENP1 FRET inh
COc1ccc(CC(=O)N(Cc2ccccc2)c2ccc(C)cc2)cc1OC
→ -9	-11	9	1	1	-7	3.6	-4
Cc1ccc(C)c2[nH]c(=O)c(CN(CC3CCCO3)C(=O)NC3CCCCC3)cc12 (configuration not stated)
→ -7	-51	-6	0.98	-3	-6	2.6	2
CC1CC(C)CN(S(=O)(=O)CCNC(=O)c2ccccc2)C1 (configuration not stated)
→ 4	12	1	0.96	1	1	-1.2	1
CCOC(=O)c1cnn(-c2ccccc2)c1NC(=O)CN1CCOCC1
→ 3	10	-4	0.99	0	-1	-2.4	1
O=S(=O)(c1ccc(N2CCCC2)nc1)N1CCOCC1
→ 4	9	8	1	0	3	-2.8	1
Cc1ccc(C)c(NC(=O)CCCCCCCCCCC2COCCO2)c1 (configuration not stated)
→ -3	7	-18	1	-1	1	0.5	2
COc1cc(/C=C2/NC(=O)N(Cc3ccccc3F)C2=O)ccc1Oc1ccc([N+](=O)[O-])cn1
→ 1	11	-19	0.96	-1	4	3.3	0
CSc1ccc(/C=C(/NC(=O)c2ccco2)C(=O)N2CCCCC2)cc1
→ -17	-65	2	0.92	-4	-2	-0.4	1
CC(C)Cc1ccc(S(=O)(=O)N2CCN(c3ccccn3)CC2)cc1
→ -5	17	-6	1.2	1	-11	3.3	0
COC(=O)c1cc(-n2cccc2)ccc1N1CCOCC1
→ -13	-99	3	1.1	1	-9	3.5	-3
COCCCNC(=S)NNC(=O)c1cc(-c2ccncc2)nc2ccccc12
→ -10	-14	0	1.8	2	-4	0.3	2
Cc1cccc(NC(=O)C2CCCN(S(=O)(=O)c3cccs3)C2)c1C (configuration not stated)
→ -23	6	-10	0.89	-1	-8	0.8	1
COc1ccc2cc(S(=O)(=O)N3CCCCC3)ccc2c1S(=O)(=O)N1CCCCC1
→ 15	21	-3	0.95	-28	-18	-0.5	1
O=C(N=c1nc2ccccn2s1)c1ccccc1
→ 94*	-6	4	0.95	0	3	-1.1	3
CC(=O)c1ccc(NC(=S)Nc2cccc(Cl)c2C)cc1
→ -10	8	11	1.1	-2	25	28	0
Cn1c(/C=C/c2cccc([N+](=O)[O-])c2)c([N+](=O)[O-])c(=O)n(C)c1=O
→ 8	20	-11	0.94	1	2	-2.4	2
CC(=O)Nc1ccc(C(=O)OCC(=O)c2ccc(S(=O)(=O)N3CCCCC3)cc2)cc1
→ -13	-14	-1	1.1	-4	-14	-1.1	-31
CC[C@@H]1C(c2cccc(C)c2)=NN(c2ccccc2)[C@H]1C(=O)N1CCOC1=O
→ ·	-268	34	·	-1	7	0.4	7
COC(=O)Oc1ccc(/C=N/NS(=O)(=O)c2ccccc2)cc1OC
→ -1	7	-11	1.1	0	-5	-0.8	2
COc1ccc(S(=O)(=O)N2CCN(C3CCCCCCC3)CC2)cc1
→ 28	14&15	3&-7	1	3&-1	8&-5	-1.0&0.2	1&-1

Further compounds
Below each SMILES – SENP6 inh	SENP8 inh	PfG6PD inh	hIAP act	GRIN3A LBD mod	ATG4B inhibitor	MPTP inh	SENP1 FRET inh
CCc1cccc(C)c1NC(=S)NCC(c1cccnc1)N(C)C (configuration not stated)
→ -4	7	-13	0.94	-4	-7	-0.1	2
COc1cc(OC)c(NS(=O)(=O)c2c(C)[nH]c(=O)[nH]c2=O)cc1Cl
→ -16	14	5	0.94	0	-8	0.8	0
CC(C)N(C1=N/C(=C\c2ccco2)C(=O)N1c1ccccc1)C(C)C
→ -3	-402	11	0.98	0	6	7.9	-24
C=CCOc1c(Br)cc(/C=C2/C(=O)ON=C2C)cc1OC
→ 8	32*	22	1.1	1	1	0.7	2
O=[N+]([O-])c1cc(/C=N/Nc2nc(N3CCOCC3)nc(N3CCOCC3)n2)ccc1Cl
→ 0	13	-12	1.1	-2	0	1.9	2
O=C(CCNC(=O)c1ccc(Cl)cc1)Nc1ccc(Cl)cc1F
→ -2	12	-11	1	-1	0	5.9	1
Cc1ccc(NC(=O)CCNS(=O)(=O)c2ccc3[nH]c(=O)oc3c2)c(Cl)c1
→ 5	-3	-9	0.87	-3	2	0.3	3
O=C(CSc1nc(O)cc(=O)n1-c1ccccc1)Nc1ccccn1
→ -38	-7	-8	1.1	1	-3	-1.7	0
CCOC(=O)c1cc(Br)c(=O)n2ccccc12
→ -18	-270	4	0.86	3	7	0.7	-30
O=S(=O)(c1ccc(Br)s1)N1CCN(Cc2ccc3c(c2)OCO3)CC1
→ -1	-20	4	0.94	4	-12	-3.1	4
O=S(=O)(NCCc1ccccc1)c1cccs1
→ -38	9	8	1	4	-6	2.1	0
CC(NC(=O)COC(=O)/C=C/c1cccc(F)c1)c1ccccc1 (configuration not stated)
→ -13	13	3	0.89	2	-1	-0.4	3
Cc1ccsc1CNn1cnnc1SCc1ccccc1F
→ -12	9	3	1	1	14	-2.9	0
COc1nc(-c2ccccc2)c2cc(C)ccc2n1
→ -1	-424	5	1.1	2	-11	0.7	-2
O=C(Nc1ccc(NC(=O)c2ccco2)nc1)c1cccc(F)c1
→ 4	6	-12	0.97	5	5	-1.3	0
COc1ccc(NC(=O)C2CC3C=CC2C3)c([N+](=O)[O-])c1 (configuration not stated)
→ ·	25	-2	·	-1	8	-0.1	2
Cc1ccc(NS(=O)(=O)c2ccc(C(=O)N3CCCCCCC3)cc2)cc1
→ 5	9	-10	1.2	0	-3	0.6	3
COc1ccc(CCNc2c3ccccc3nc3ccccc23)cc1OC
→ -15	-443	6	0.92	-1	-6	2.1	-38
CC(=O)c1ccc(OCC(C)C)c(CN2CCCCC2)c1
→ -7	16	-11	0.93	6	-1	2.3	3
Cc1ccc(N2CC(O)CSC2=Nc2ccccc2)cc1 (configuration not stated)
→ ·	23	-6	·	·	·	-0.1	1
Cc1noc(C)c1S(=O)(=O)N1CCC(C(=O)N2CCC(C)CC2)CC1
→ -7	3	-14	0.91	-2	-4	-5.0	1
CCN(CC(=O)NCc1cccs1)C(=O)/C=C/c1cccc(OC)c1OC
→ -2	-228	-2	1.1	1	-12	-1.1	1
NS(=O)(=O)c1ccc(CNC(=O)CCC2CCCCC2)cc1
→ -15	6	-12	1.1	2	9	0.8	-1

Fetched by structure from above (two):
Below each SMILES – SENP6 inh	SENP8 inh	PfG6PD inh	hIAP act	GRIN3A LBD mod	ATG4B inhibitor	MPTP inh	SENP1 FRET inh
Cc1ccc(C)c2[nH]c(=O)c(CN(CC3CCCO3)C(=O)NC3CCCCC3)cc12 (configuration not stated)
→ -7	-51	-6	0.98	-3	-6	2.6	2
O=C(Nc1ccc(NC(=O)c2ccco2)nc1)c1cccc(F)c1
→ 4	6	-12	0.97	5	5	-1.3	0

Bioassay records as filed in PubChem.
